ADAM17 inh – inhibitors of human ADAM17; P78536; recombinant ADAM17, EDANS/DABCYL FRET peptide cleavage; inhibition, % at 6.95 µM; actives 0.83% (n = 370,000); AID 720648;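 active means inhibition above the mean of compounds lying between control limits plus 3 SD, set per campaign, cut at about 8.5% in these data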;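 further: 0% = DMSO-only wells as the low control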
PLCb3 inh – blocks human PLC-beta3 enzyme activity | Q01970 | Purified PLC-beta3, fluorogenic substrate, fluorescence | inhibition, % at 12.2 µM | actives 0.18% (n = 370,000) | AID 720704; in the data active means inhibition above about 11%;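 further: 0% = median of compound wells on plate and 100% = full blocker control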
Target sequence (Q01970 whole entry, looked up): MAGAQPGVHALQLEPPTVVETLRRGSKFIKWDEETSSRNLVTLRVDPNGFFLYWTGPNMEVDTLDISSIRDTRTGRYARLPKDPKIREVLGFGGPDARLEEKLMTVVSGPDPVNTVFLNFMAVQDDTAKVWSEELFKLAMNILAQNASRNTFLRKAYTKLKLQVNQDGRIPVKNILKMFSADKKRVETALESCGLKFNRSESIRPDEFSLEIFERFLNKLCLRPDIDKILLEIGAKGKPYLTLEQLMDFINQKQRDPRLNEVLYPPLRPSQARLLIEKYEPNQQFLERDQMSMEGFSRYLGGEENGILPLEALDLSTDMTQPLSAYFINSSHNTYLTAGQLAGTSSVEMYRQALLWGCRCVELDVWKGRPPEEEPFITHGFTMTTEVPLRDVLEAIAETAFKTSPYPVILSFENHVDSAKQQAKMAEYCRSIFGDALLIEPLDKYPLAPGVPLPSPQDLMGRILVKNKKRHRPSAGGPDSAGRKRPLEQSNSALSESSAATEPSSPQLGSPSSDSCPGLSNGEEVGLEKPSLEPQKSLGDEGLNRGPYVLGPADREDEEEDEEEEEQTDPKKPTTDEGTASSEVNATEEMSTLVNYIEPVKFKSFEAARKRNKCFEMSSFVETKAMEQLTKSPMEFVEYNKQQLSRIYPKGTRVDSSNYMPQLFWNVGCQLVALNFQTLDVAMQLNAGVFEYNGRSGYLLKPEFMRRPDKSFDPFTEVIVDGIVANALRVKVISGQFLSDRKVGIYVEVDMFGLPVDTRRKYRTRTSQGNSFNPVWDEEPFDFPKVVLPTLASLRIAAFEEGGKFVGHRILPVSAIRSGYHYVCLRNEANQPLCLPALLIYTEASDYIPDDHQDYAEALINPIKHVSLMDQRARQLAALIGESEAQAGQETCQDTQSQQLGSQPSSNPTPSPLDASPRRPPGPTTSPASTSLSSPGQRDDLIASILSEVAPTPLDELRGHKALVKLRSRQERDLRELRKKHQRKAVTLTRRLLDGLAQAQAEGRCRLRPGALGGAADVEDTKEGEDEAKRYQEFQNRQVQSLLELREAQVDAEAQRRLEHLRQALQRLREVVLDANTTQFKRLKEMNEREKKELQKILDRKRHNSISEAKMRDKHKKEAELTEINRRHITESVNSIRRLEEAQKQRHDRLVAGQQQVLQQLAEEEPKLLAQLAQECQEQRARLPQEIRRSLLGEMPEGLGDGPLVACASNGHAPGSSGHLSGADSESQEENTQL
ADAM10 inh – inhibits human ADAM10 | O14672 | recombinant ADAM10, EDANS/DABCYL FRET peptide cleavage, 3 h | inhibition, % at 7 µM | actives 0.62% (n = 370,000) | AID 720582;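 active means inhibition above a per-campaign cutoff equal to the mean of compounds falling between control-based bounds plus 3 SD, cut at about 20% in these data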;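 further: 0% = DMSO wells while the 100% control is not disclosed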
PLCg1 inh – PLC-gamma1 (human) inhibition, primary screen. purified PLC-gamma1, fluorogenic substrate, fluorescence. inhibition, % at 12.2 µM. actives 0.84% (n = 370,000); in the data active means inhibition above about 9.5%
HGIII-sPLA2 inh – Inhibits HGIII-sPLA2 liposome hydrolysis, primary screen. Q9NZ20. QFRET BODIPY PC-A2 liposome hydrolysis, fluorescence. inhibition, % at 12.2 µM. actives 0.56% (n = 370,000). AID 743126;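 active means inhibition above mean plus 3 SD of compounds lying within the high and low control bounds, cut at about 19% in these data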;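 further: 0% = median of test compound wells and 100% = no enzyme DMSO wells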
GAA850 FXN act – frataxin GAA850 promoter activation. HEK293 lucGAA850 FXN promoter luciferase reporter, 24 h; percent of 10 µM SAHA response. activation, % at 6 µM. actives 0.56% (n = 360,000);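 active means activation above the average of all compounds screened plus 3 SD, cutoff fixed separately per campaign, cut at about 7.5% in these data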;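 further: 0% = DMSO wells and 100% = 10 µM SAHA wells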
hgDAF-12 ag – agonists of H. glycines DAF-12 nuclear receptor | HEK293 GAL4-hgDAF12 UAS-luciferase reporter, agonist luminescence; normalized to butyrate control | activation, % at 6.8 µM | actives 1.8% (n = 370,000) | AID 687014;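 active means activation above a cutoff set at the mean of all screened compounds plus 3 SD, cut at about 10% in these data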;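 further: 0% = DMSO wells and 100% = sodium butyrate wells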
hcDAF-12 act – activators of H. contortus DAF-12 nuclear receptor; HEK293 hcDAF-12 lit1-tk-luc reporter, luminescence; 0% DMSO, 100% Δ7-dafachronic acid; activation, % at 6.8 µM; actives 1.4% (n = 370,000);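 active means activation above the mean of all tested compounds plus 3 SD, cut at about 5.5% in these data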;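 further: 100% = response to 3 µM Δ7-dafachronic acid high control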
DAX1 inh-1 – inhibits human nuclear receptor DAX1; P51843; HEK293 Gal4-DAX1 luciferase reporter, luminescence; inhibition, % at 6.75 µM; actives 0.99% (n = 340,000); AID 504766;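 active means inhibition above the mean over all tested compounds plus 3 SD, cut at about 4.2% in these data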;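 further: 0% = DAX1-transfected cells with DMSO and 100% = empty-vector control cells with DMSO; inhibition shows as a rise in luminescence from relieved DAX1 repression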
ssDAF-12 act – S. stercoralis DAF-12 activation, primary screen. activation, % at 6.8 µM. HEK293 ssDAF-12/GRIP1 lit1-tk-luc reporter, luminescence; % of 3 µM dafachronic acid response. AID 652126. actives 1% (n = 370,000);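 active means activation above the mean over all tested compounds plus 3 SD, cut at about 0.9% in these data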;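 further: 0% = DMSO-only wells and 100% = 3 µM delta7-dafachronic acid wells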
DAX1 inh-2 – blocks DAX1 repression of SF-1 activated StAR promoter | AID 652010 | inhibition, % at 6.8 µM | HEK293T StAR-luciferase reporter, SF-1/DAX-1 repression relief | actives 1.1% (n = 370,000);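 active means inhibition above the mean over all tested compounds plus 3 SD, cut at about 3.6% in these data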;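 further: 0% = DAX-1 cells with DMSO and 100% = cells lacking DAX-1 with DMSO; higher inhibition means more luminescence from relief of DAX-1 repression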
The depositor's hits bear a star; x = not tested or not shown. Hits appear at their usual frequency. Share with any hit: about 6.9%.

SMILES	ADAM17 inh	PLCb3 inh	ADAM10 inh	PLCg1 inh	HGIII-sPLA2 inh	GAA850 FXN act	hgDAF-12 ag	hcDAF-12 act	DAX1 inh-1	ssDAF-12 act	DAX1 inh-2
CC(C)N(CCCNC(=O)c1ccc(N2CCCC2=O)cc1)Cc1ccccc1	-3	-7	-2	1	-2	-1.4	0.9	-1.1	0.6	-0.8	0.4
C=CCN(CC=C)CCOc1cccc2ccccc12	5	2	-1	5	-8	0.8	0.0	0.3	0.0	-0.9	0.1
CCn1c(C)nc2cc(C(=O)NNS(=O)(=O)c3ccc(C)cc3C)ccc21	-2	5	3	0	0	1.2	-0.8	-1.4	0.5	-1.5	0.0
CCc1c(C)sc(NC(=O)CSc2nc3c(c(C(F)(F)F)n2)CCc2ccccc2-3)c1C#N	-4	3	-3	3	1	-0.9	-0.2	-1.4	-0.8	-1.0	-0.2
COc1ccc(CNc2ccncc2)c(OC)c1OC	2	-7	-20	-3	-20	0.1	-0.5	-1.4	0.7	-1.4	-0.3
CCOc1ccccc1C(=O)Nc1cc(OC)ccc1OC	3	-22	0	-10	2	-4.2	2.0	-2.2	-0.7	-1.9	-2.3
COC(=O)CCN(Cc1ccc(OC)cc1OC)S(=O)(=O)c1ccccc1Br	4	2	9	1	-9	x	-2.7	-2.7	x	-1.1	-1.3
CCOC(=O)Cc1nnc(NC(=O)C(CC)Sc2nc(C)cc(C)n2)s1 (configuration not stated)	0	2	-11	-1	-45	-1.8	1.9	0.5	-0.3	-1.7	-0.1
COc1ccccc1NS(=O)(=O)c1cccc(C(=O)N2CCCC2)c1	-5	-2	-6	-1	14	-0.3	2.2	-1.5	-0.4	-0.8	0.8
COc1cccc2c1SCc1ccccc1C2CC(N)=O (configuration not stated)	-4	-5	-1	-1	10	-0.3	-0.5	6.8*	1.0	-0.4	0.8
COc1ccc(NC(=O)c2ccco2)c(NC(=O)c2ccc([N+](=O)[O-])cc2)c1	-4	-8	-15	-3	-1	-1.8	2.6	-2.0	-0.6	-1.3	0.3
Cc1cc(C)n(CCNC(=O)C2CCC(=O)N(Cc3ccc(Cl)cc3)C2)n1 (configuration not stated)	1	-4	0	1	2	2.4	0.7	-1.0	-0.6	-1.1	0.0
O=C(N/N=C\c1ccc[nH]1)c1cncc(Br)c1	-1	-24	4	-10	1	0.0	2.3	-1.4	0.4	-1.3	-0.4
N#Cc1nc(Cc2ccccc2)oc1N1CCC(Cc2ccccc2)CC1	-6	0	-2	-1	-13	-0.6	0.9	-0.5	-0.7	-1.0	0.1
Cc1ccc(N2CC(=O)N(c3ccc(C)cc3)CC2=O)cc1	-1	-2	3	0	3	1.4	-0.1	0.8	-0.6	-1.1	-0.3
Cc1ccc(C(=O)NCC(=O)OCC(=O)Nc2ccc(Cl)cc2C(F)(F)F)cc1C	2	0	-1	1	-17	0.2	-0.7	-1.2	0.2	-0.8	-0.1
c1nc(NCc2ccc3c(c2)OCO3)c2cc(-c3ccc4c(c3)OCCO4)ccc2n1	-27	-53	-88	-31	-16	0.6	-3.6	-1.1	-1.8	-1.5	-0.6
CCCCn1c(CNC(=O)C23CC4CC(CC(C4)C2)C3)nnc1SCC(=O)Nc1nnc(C)s1	-1	-1	-1	4	3	0.7	-1.7	3.4	-0.6	-0.1	1.0
CCOC(=O)C1=C(CC)Nc2ccccc2N=C1NC(=O)Nc1ccccc1OC	-10	2	5	-1	5	2.5	-0.9	-0.1	-0.2	-1.0	0.2
COc1ccccc1-c1nnc2n1N=C(C)CS2	-2	4	2	1	0	-0.7	1.1	-0.6	1.9	-1.4	-0.3
COc1cc(NC(=O)c2ccccc2)c(OC)cc1NC(=O)CN1CCN(c2ccccn2)CC1	0	-13	3	-4	-3	-2.6	-3.7	-3.8	-1.6	-2.0	-2.0
Cc1cccc(C(=O)NCC(=O)N2CCN(S(=O)(=O)/C=C/c3ccccc3)CC2)c1	-1	-5	-6	3	-5	0.8	4.3	-0.9	-1.2	-1.7	-2.5
COc1cc(S(=O)(=O)N(Cc2ccc(C)cc2)Cc2ccco2)ccc1-n1cnnn1	0	3	-1	0	0	-0.5	0.1	-0.6	0.3	-0.6	0.4
O=C(c1cc([N+](=O)[O-])cc([N+](=O)[O-])c1)N1CCN(C(=O)c2ccco2)CC1	0	-6	6	2	1	0.1	0.1	-1.0	1.6	-1.3	0.1
COc1ccc(-c2c(Sc3ccccc3)c3cc(-c4ccc(OC)c(F)c4)ccc3n2C)cc1	0	-31	-8	-21	-4	x	-4.2	-3.0	x	-1.6	-2.0
CCS(=O)(=O)CCSc1nc(C)cc(C)n1	-6	1	-6	3	-4	0.8	-0.3	0.1	-0.3	-1.5	0.4
N/C(Cc1ccc([N+](=O)[O-])cc1)=N\OC(=O)COc1ccc2ccccc2c1	11*	7	29*	5	-69	0.1	1.8	-2.6	0.4	-1.4	-1.5
Cc1ccc(S(=O)(=O)N(C)c2ccc(OC(=O)CN3C(=O)NC4(CCCC4)C3=O)cc2)cc1	-2	-2	2	4	-12	1.7	3.2	-1.4	0.1	-1.0	-1.3
COc1cc(CN2C(=S)NC(C)(C)CC2(C)O)cc(OC)c1 (configuration not stated)	4	-2	5	3	15	0.8	0.4	-2.5	-0.2	-1.0	-0.2
Cc1ccc([N+](=O)[O-])cc1NC(=O)CN1CCCCC1	-2	1	-4	0	-3	2.5	1.9	0.2	-0.2	-0.9	-0.7
O=C(Nc1ccc(Cl)cc1)N1CCC(CO)(Cc2ccccc2)CC1	2	4	11	6	-14	0.9	0.1	-0.8	-0.7	-1.7	-1.5
Cc1cc(OCC(=O)OCC(=O)c2ccc[nH]2)ccc1Cl	-3	-12	-6	-5	-11	0.8	0.6	2.6	-0.8	-1.4	3.1
COc1cccc(C2=NOC(C(=O)NCc3cccs3)C2)c1 (configuration not stated)	-5	-3	-3	-2	7	1.4	1.7	0.1	-0.2	-0.2	-0.6
CC(C)[C@H](NC(=O)OCc1ccccc1)C(=O)OCC(=O)Nc1c(F)cccc1F	1	5	-3	1	3	2.9	3.5	0.8	0.0	-0.7	0.1
CCCCNC(=O)N1CCc2ccccc2C1	0	3	-2	-1	6	0.9	0.2	-1.0	-0.4	-1.0	1.0
O=S(=O)(Nc1ccccc1N1CCCCC1)c1cccs1	-1	-8	-5	-1	3	1.6	-1.7	0.6	0.7	-1.0	0.5
COCCCNC(=O)C(=O)N/N=C/c1ccc(OCC(=O)Nc2cccc(Cl)c2C)c(OC)c1	-4	-2	-10	1	8	1.0	0.0	-2.3	-0.2	-1.9	0.0
COc1ccc(C(=O)CSc2nnc(-c3cc4ccccc4cc3O)n2Cc2ccco2)cc1	6	-13	16	-10	-61	-2.7	2.9	-1.6	-0.7	-1.6	0.1
Cc1cc(/C=C(\C#N)C(=O)NC2CCCCCC2)c(C)[nH]1	-6	-54	-25	-50	1	3.4	3.6	3.0	-0.4	-1.3	0.8
COCCN(C(=O)c1snc(C(N)=O)c1N)C(C(=O)NC1CCCCC1)c1ccc(N(C)C)cc1 (configuration not stated)	-3	-2	4	0	4	0.4	-1.5	-1.3	1.6	-1.1	-0.5
CCC(C)n1c(NC(=O)c2ccccc2)c(C#N)c2nc3ccccc3nc21 (configuration not stated)	-82	-237	-315	-180	-6	-0.6	-4.0	-0.8	-1.0	-1.1	-2.0
Cc1ccc(S(=O)(=O)NNC(=O)c2cc(C)cs2)cc1	-6	-4	2	4	-16	-1.1	-0.9	-1.1	0.4	-1.7	0.5
CCC(=O)N1CC2(CC(c3cccc(NC(=O)CC(c4ccccc4)c4ccccc4)c3)=NO2)C[C@H]1C(N)=O (some centres not stated)	4	-1	7	1	-24	-2.2	-1.5	-1.9	-1.8	-0.8	0.8
CC(NC(=O)CSc1ncccn1)c1ccccc1 (configuration not stated)	-1	4	-2	1	2	-1.9	0.6	-0.4	0.0	-1.6	-0.2
CC(=O)Nc1ccc(NC(=O)C2CCCN(S(=O)(=O)c3ccc(Cl)cc3)C2)cc1 (configuration not stated)	-2	0	-1	0	-2	-0.3	0.1	-1.2	1.6	-0.6	0.1

Structural class, the compounds so far containing a thiophene ring, fused or not
SMILES	ADAM17 inh	PLCb3 inh	ADAM10 inh	PLCg1 inh	HGIII-sPLA2 inh	GAA850 FXN act	hgDAF-12 ag	hcDAF-12 act	DAX1 inh-1	ssDAF-12 act	DAX1 inh-2
CCc1c(C)sc(NC(=O)CSc2nc3c(c(C(F)(F)F)n2)CCc2ccccc2-3)c1C#N	-4	3	-3	3	1	-0.9	-0.2	-1.4	-0.8	-1.0	-0.2
COc1cccc(C2=NOC(C(=O)NCc3cccs3)C2)c1 (configuration not stated)	-5	-3	-3	-2	7	1.4	1.7	0.1	-0.2	-0.2	-0.6
O=S(=O)(Nc1ccccc1N1CCCCC1)c1cccs1	-1	-8	-5	-1	3	1.6	-1.7	0.6	0.7	-1.0	0.5
Cc1ccc(S(=O)(=O)NNC(=O)c2cc(C)cs2)cc1	-6	-4	2	4	-16	-1.1	-0.9	-1.1	0.4	-1.7	0.5

The listing continues.
SMILES	ADAM17 inh	PLCb3 inh	ADAM10 inh	PLCg1 inh	HGIII-sPLA2 inh	GAA850 FXN act	hgDAF-12 ag	hcDAF-12 act	DAX1 inh-1	ssDAF-12 act	DAX1 inh-2
CC(C)(C)OC(=O)N1CCC(Cc2cc(-c3cccnc3)no2)(C(=O)O)CC1	-1	-1	3	-3	4	0.1	0.4	-0.6	0.7	-1.5	0.4
Cc1ccccc1/C=C1\OC(=O)c2ccccc21	-66	-118	-209	-84	-7	-0.2	0.2	0.1	-0.5	-1.1	1.1
Cc1ccc(Cl)cc1-c1cc(C(=O)NCc2cccc(Cl)c2)[nH]n1	6	0	14	1	-9	1.2	-0.1	-1.7	x	-1.4	0.2
O=C(/C=C/c1ccccc1[N+](=O)[O-])NCCCn1ccnc1	-2	2	-1	3	7	0.9	-2.4	0.1	-0.1	-0.4	-0.1
O=C(CCCN1C(=O)/C(=C\c2ccco2)SC1=S)Nc1ccc2ccccc2c1	3	-2	7	2	-5	-4.4	-10.0	-3.6	-2.4	-1.0	-0.9
CC(C)C(=O)NC(c1ccc(Cl)cc1Cl)c1ccc2cccnc2c1O (configuration not stated)	4	-28	7	-34	25*	-9.6	-10	-3.4	-4.6	-1.4	-2.2
COc1ccccc1C(=O)N1C(CC(=O)Nc2cc(Cl)ccc2C)C(=O)NC2CCCCC21 (configuration not stated)	1	6	6	6	1	-6.6	0.8	-1.0	-0.7	-1.3	-0.3
Cc1nc2ccc(C(=O)NCCCN3CCCC3=O)cn2c1N(C)C(=O)CCc1ccccc1	-5	-9	-22	-6	9	0.5	-1.1	-0.8	x	-1.4	0.1
C=CCn1c(=S)[nH]c2ccccc2c1=O	2	2	1	-1	2	1.8	-1.3	-0.3	0.8	-1.4	-0.8

In the list so far, these have bromine:
SMILES	ADAM17 inh	PLCb3 inh	ADAM10 inh	PLCg1 inh	HGIII-sPLA2 inh	GAA850 FXN act	hgDAF-12 ag	hcDAF-12 act	DAX1 inh-1	ssDAF-12 act	DAX1 inh-2
COC(=O)CCN(Cc1ccc(OC)cc1OC)S(=O)(=O)c1ccccc1Br	4	2	9	1	-9	x	-2.7	-2.7	x	-1.1	-1.3
O=C(N/N=C\c1ccc[nH]1)c1cncc(Br)c1	-1	-24	4	-10	1	0.0	2.3	-1.4	0.4	-1.3	-0.4
